# Mm-Cpn inhibitor: Inhibitors of TCP-1 ring complex (TRiC) of Methanococcus maripaludis (MmCpn): qHTS. AID 504842, 2011. hit rate 0.031% among 330,000. purified Mm-Cpn ATPase, ADP Transcreener TR-FRET. Potency, µM (top dose mostly 76.9 µM), for the others: at the highest dose activity, negative = inhibition, usual class: inhibitors; also: potency is read from the fitted curve at half-maximal effect; % is scaled to controls: 0 for no effect and ±100 for the full control effect; nearly all actives have a fitted effect of over 80% in size
#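 Eu-cryptate anti-ADP/ADP-d2 competition gives a ratio inversely related to ADP. Enzyme at 25 nM was pre-exposed to compound for 10 min, then given 10 uM ATP for 30 min, 37°C throughout.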
# A549 viability: Nrf2 qHTS screen for inhibitors: counterscreen for cytotoxicity. A549 ARE-Fluc cells, CellTiter-Fluor viability, 18-24 h. hit rate 0.16% among 390,000. Potency, µM (series often up to 46 µM), for inactives: at the highest dose activity change, negative = cytotoxicity, actives largely listed as inhibitors; also: potency is read from the fitted curve at half-maximal effect; % is scaled to controls: 0 for no effect and ±100 for the full control effect
#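 Cytotoxicity counterscreen: CellTiter-Fluor fluorescence was measured in A549 ARE_Fluc cells after 18-24 h of compound exposure in a concentration series. The subsequent BugLite luminescent read reports ARE-luciferase activity.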
# Nrf2 inh: Nrf2 qHTS screen for inhibitors | Potency, µM (highest dose often 46 µM), for the others: at the top dose activity change, negative = inhibition, hits mostly inhibitors | AID 504444, 2011 | A549 ARE-Fluc reporter, luciferase luminescence, 18-24 h | hit rate 2.1% among 360,000; also: potency is read from the fitted curve at half-maximal effect; % is scaled to controls: 0 for no effect and ±100 for the full control effect; nearly all actives have a fitted effect of over 60% in size
#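 Cells were seeded and rested 2 h, then exposed to compounds for 18-24 h. CellTiter-Fluor was read first as a viability measure. BugLite was added 15 min before the final luminescent read of ARE-luciferase activity in A549 cells.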
# CCT chaperon mod: High-Throughput Screening for Modulators of Cytosolic Chaperonin Activity. purified chaperonin ATPase assay, HTRF ADP detection, 30 min. activity change, % (no concentration beside the values), hits read low. hit rate 0.3% among 360,000. AID 651819, 2012; in the data active = activity change below about -30%; also: % is scaled to controls: 0 for no effect and ±100 for the full control effect
#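 ATPase activity: ADP formed was measured by HTRF Transcreener (665/615 nm ratio) after 30 min at 37 deg C with 10 uM ATP. Compounds screened at one 76 uM concentration against 40 or 20 nM TRiC in Tris pH 7.4/KCl/MgCl2/DTT buffer.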
# Akt phos inh: HTS Assay for Inhibitors of Akt Phophorylation: Primary Screen | Neuro2A IGF-stimulated pAkt S473 HTRF, 20 min; stronger effect = lower value | activity change, % for hits at 50 µM | hit rate 0.32% among 360,000 | AID 651550, 2012; in the data active = activity change below about -80%; inconclusive = mostly about -51% to -80%; also: % is scaled to controls: 0 for no effect and ±100 for the full control effect
#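 Single-point screen (50 µM final compound) in Neuro2A cells stimulated 20 min with 6 nM IGF at 37 deg C. After lysis, Ser473-phosphorylated Akt read by HTRF (ex 330 nm, em 615/665 nm) as the 665/615 ratio.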
# TGFb SMAD3 inh: qHTS for Inhibitors of TGF-b | hit rate 1.2% among 410,000 | Potency, µM (series often up to 46.1 µM), inactives show top-dose activity, negative = inhibition, actives largely listed as inhibitors | HepG2 CAGA-GFP TGF-b/SMAD3 reporter, GFP fluorescence, 18 h; TGF-beta stimulated, 500 pg/mL final; also: potency is read from the fitted curve at half-maximal effect; % is scaled to controls: 0 for no effect and ±100 for the full control effect; nearly all actives have a fitted effect of over 65% in size
#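 GFP signal (ex488/em500-530) from TGF-beta-stimulated HEPG2 CAGA-GFP cells, 500 pg/mL final, 18 h at 37 degrees C in DMEM plus 1% FBS, normalized to unstimulated and DMSO-stimulated controls.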
# EPAC2 antagonist: qHTS for Antagonist of cAMP-regulated guanine nucleotide exchange factor 2 (EPAC2): primary screen; AID 720708, 2013; Potency, µM (highest dose often 114 µM), inactives show at the highest dose activity, negative = inhibition, usual class: inhibitors; hit rate 0.18% among 360,000; EPAC2 GEF exchange of Rap1B-BODIPY-GDP, fluorescence; Rap guanine nucleotide exchange factor 4 (Homo sapiens), Q8WZA2; also: potency is read from the fitted curve at half-maximal effect; % is scaled to controls: 0 for no effect and ±100 for the full control effect; nearly all actives have a fitted effect of over 45% in size; many of its hits are not listed in these tables
# Target sequence (Q8WZA2 whole entry, looked up): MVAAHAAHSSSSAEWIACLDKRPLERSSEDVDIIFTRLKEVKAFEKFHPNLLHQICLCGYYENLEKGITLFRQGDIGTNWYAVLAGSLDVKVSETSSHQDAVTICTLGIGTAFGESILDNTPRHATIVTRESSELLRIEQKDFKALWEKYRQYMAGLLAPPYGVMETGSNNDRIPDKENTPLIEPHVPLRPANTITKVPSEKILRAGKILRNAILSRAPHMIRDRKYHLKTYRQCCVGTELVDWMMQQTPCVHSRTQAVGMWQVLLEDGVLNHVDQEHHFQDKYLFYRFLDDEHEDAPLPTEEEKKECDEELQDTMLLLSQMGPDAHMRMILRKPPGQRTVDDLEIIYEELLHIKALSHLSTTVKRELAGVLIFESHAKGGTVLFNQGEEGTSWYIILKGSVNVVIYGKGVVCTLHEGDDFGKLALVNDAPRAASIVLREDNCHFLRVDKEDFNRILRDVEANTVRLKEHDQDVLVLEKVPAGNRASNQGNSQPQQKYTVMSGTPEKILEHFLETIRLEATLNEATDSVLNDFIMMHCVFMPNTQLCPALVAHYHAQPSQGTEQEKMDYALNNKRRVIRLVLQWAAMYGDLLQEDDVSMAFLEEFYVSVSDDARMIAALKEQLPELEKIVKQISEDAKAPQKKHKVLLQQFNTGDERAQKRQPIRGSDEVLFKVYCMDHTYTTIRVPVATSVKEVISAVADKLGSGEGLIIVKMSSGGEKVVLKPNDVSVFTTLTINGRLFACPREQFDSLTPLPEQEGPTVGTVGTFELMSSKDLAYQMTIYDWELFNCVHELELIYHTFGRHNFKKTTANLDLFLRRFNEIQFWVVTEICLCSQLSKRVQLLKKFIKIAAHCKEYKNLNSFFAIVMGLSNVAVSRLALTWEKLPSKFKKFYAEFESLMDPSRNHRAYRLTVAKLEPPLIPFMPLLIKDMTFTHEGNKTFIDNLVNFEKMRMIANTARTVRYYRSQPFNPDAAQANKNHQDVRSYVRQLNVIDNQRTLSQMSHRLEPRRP
# EPAC2 ag: qHTS for Agonist of cAMP-regulated guanine nucleotide exchange factor 4 (EPAC2): primary screen. Rap guanine nucleotide exchange factor 4 (Homo sapiens), Q8WZA2. EPAC2 activation, biochemical qHTS; response scale: 100% = 6.5 mM cAMP response. Potency, µM (series often up to 154 µM), for inactives: at the highest dose activation, actives largely listed as activators. hit rate 0.079% among 360,000; also: potency is read from the fitted curve at half-maximal effect; nearly all actives have a fitted effect of over 50% in size
#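 Fluorescence exchange assay: 100 nM EPAC2 with 250 nM RAP1B-BODIPY-GDP and 50 uM GDP; compounds tested as a concentration-titration series (qHTS). Loss of Rap1-bound BODIPY-GDP fluorescence read at 480/540 nm; data normalized to 6.5 mM cAMP.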
# Nrf2 ARE act: qHTS of Nrf2 Activators | AREc32 ARE-luciferase reporter (MCF7-derived line), luminescence, 24 h | Potency, µM (titrated, usually from 46.1 µM), without a hit: at the top dose activation, hits mostly activators | hit rate 0.31% among 410,000; also: potency is read from the fitted curve at half-maximal effect; % of control where 0% means no effect; nearly all actives have a fitted effect of over 65% in size
#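 For detection, Steady-Glo was added and plates sat 30 min at RT; before that, AREc32_Fluc cells grown overnight in OPTI-MEM/5% FBS had been treated with 23 nL compound for 24 hr at 37 deg C.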
# Starred values were filed as active, the others as inactive; i = inactive; ? = inconclusive; & = joins results of further samples; [ ] = dose if it differs, or a comment. Unless noted, calls follow the shape of the dose curve; as a rule, active = well fitted curve in the direction sought with a large enough effect; inconclusive = small, poorly fitted or top-dose-only effect, or another doubt; inactive = no such curve, though single readings can be large; an effect the other way counts as inactive or inconclusive.
(1) c1cn(C23CC4CC(CC(C4)C2)C3)cn1
(2) COc1ccc(OC)c(C(c2c(O)nc(SC)[nH]c2=O)c2c(O)nc(SC)[nH]c2=O)c1
(3) O=C(C[n+]1cc(-c2ccccc2)n2c1CCC2)Nc1nc(-c2ccccc2)cs1
(4) Clc1cccc(Cl)c1C1Nc2cccc3cccc(c23)N1
(5) CCN(CC)C(=O)[C@H]1C[C@H](CC(=O)NCCC2=CCCCC2)C(=O)N2CCc3c([nH]c4ccc(Cl)cc34)[C@]12C
(6) CC1NC(C)(C)Cc2c1ccc1ccccc21 (stereo not given)
(7) COc1ccc(C(=O)Nc2ccc(C(F)(F)F)n(C)c2=O)cc1
(8) CCOc1ccc(C(=O)Nc2cc(C)c3c(=O)oc4ccccc4c3n2)cc1
(9) C=CCC[C@H](Cc1ccc(F)cc1)C(=O)OC[C@H](Cc1c[nH]c2ccccc12)NC(=O)[C@H](CC=C)CC(=O)N[C@H](CO)Cc1ccccc1
(10) O=C(/C=N/O)Nc1ccc(F)cc1

assay / entry | 1 | 2 | 3 | 4 | 5 | 6 | 7 | 8 | 9 | 10
Mm-Cpn inhibitor | -1% | 0% | 0% | -1% | 2% | -1% | 0% | -4% | -1% | 0%
A549 viability | -7% | -5% | 2% | ? | -22% | 1% | -3% | 2% | -1% | -2%
Nrf2 inh | 3% | 1% | 4% | 9.2µM* | ? | 1% | ? | 4% | 9% | 9%
CCT chaperon mod | -9.1 | -2.6 | -1.1 | 0.0 | -0.2 | 0.1 | 1.4 | -1.0 | 0.4 | -2.3
Akt phos inh | i | i | i | i | i | i | i | i | i | i
TGFb SMAD3 inh | -1% | -11% | 9% | ? | ? | 13% | 15% | -1% | -19% | 11%
EPAC2 antagonist | 13% | -2% | -2% | 56µM* | 1% | 11% | -2%[57.1 µM] | -7% | -9% | -4%
EPAC2 ag | 3% | 3% | 1% | 10% | 3% | 2% | 3% | 7% | -7% | -3%
Nrf2 ARE act | -0.8% | 2.5% | 0.6% | ? | 4.8% | 0.1% | 10% | 17% | 5.3% | 9.5%

(11) CC(Sc1nncn1C)C(=O)Nc1cc(C(F)(F)F)ccc1N1CCOCC1 (stereo not given)
(12) CN(C)S(=O)(=O)n1cc(/C=C(\NC(=O)c2ccccc2F)C(=O)NCCCn2ccnc2)c2ccccc21
(13) COc1ccc(C(=O)N=c2sc3c(C)ccc(OC)c3n2C)cc1
(14) CCn1nc(C(=O)NNC(=O)c2ccc(OC(F)F)cc2)c2ccccc2c1=O
(15) Cc1ccc(NC(=O)C2CCCN2S(=O)(=O)c2ccc(-c3ccc(=O)[nH]n3)s2)c(C)c1 (stereo not given)
(16) C=CCNC(=O)COc1ccccc1C#N
(17) O=C(COc1ccc([N+](=O)[O-])cc1)Nc1ccncc1
(18) COc1cc(C(=O)NCCN2CCN(C(=O)c3cc(OC)c(OC)c(OC)c3)CC2)cc(OC)c1OC
(19) O=C(NC1CC2CCCC(C1)N2S(=O)(=O)c1ccccc1)c1ccco1 (stereo not given)
(20) Cc1nnc(SCC(=O)Nc2ccc(OC(F)F)c(Cl)c2)n(N)c1=O

assay / entry | 11 | 12 | 13 | 14 | 15 | 16 | 17 | 18 | 19 | 20
Mm-Cpn inhibitor | 1% | 1% | -4% | -3% | -4% | -2% | -2% | -2% | -1% | 2%
A549 viability | 0% | -14%&3% | -2% | 14% | 1% | 0% | -5% | 5% | -1% | -4%
Nrf2 inh | 0% | -10%&5% | ? | -10% | 4% | 12% | -23% | 11% | 1% | -19%
CCT chaperon mod | -3.3 | 0.1 | -2.3 | -1.7 | -3.5 | 0.1 | -2.3 | 0.3 | 0.1 | -40*
Akt phos inh | i | i | i | i | i | i | i | i | i | i
TGFb SMAD3 inh | 2% | 8%&-20% | -8% | 11% | 4% | 18% | -1% | 4% | 12% | 5%
EPAC2 antagonist | -7% | 4% | 4% | 5% | 11% | 3% | 6% | 10% | 10% | 0%
EPAC2 ag | 1% | 8% | 7% | -8% | 6% | 8% | 17% | 2% | 6% | 1%
Nrf2 ARE act | -0.5% | 0.4%&-0.1% | 11% | 0.3% | 0.3% | -0.7% | 2.2% | -0.7% | 3.1% | 3.3%

# An excerpt of these results, with bars between the fields.
item | Molecule | Mm-Cpn inhibitor | A549 viability | Nrf2 inh | CCT chaperon mod | Akt phos inh | TGFb SMAD3 inh | EPAC2 antagonist | EPAC2 ag | Nrf2 ARE act
17 | O=C(COc1ccc([N+](=O)[O-])cc1)Nc1ccncc1 | -2% | -5% | -23% | -2.3 | i | -1% | 6% | 17% | 2.2%
11 | CC(Sc1nncn1C)C(=O)Nc1cc(C(F)(F)F)ccc1N1CCOCC1 (stereo not given) | 1% | 0% | 0% | -3.3 | i | 2% | -7% | 1% | -0.5%

# New compounds follow
(21) Cc1ccc(/C=N/n2c(C)nnc2C)s1
(22) CC1(C)Cc2c(cnn2-c2ccc(F)cc2)C(NC(=O)CCCN2CCCCC2=O)C1 (stereo not given)
(23) CCC1CCC2(CC1)NC(CO)(CO)CO2 (stereo not given)
(24) CCOc1ccc(CC(=O)NNC(=S)NC2CCCCC2)cc1OCC
(25) CC(C)CC(=O)Nc1c2c(nn1-c1cccc(Cl)c1)CS(=O)(=O)C2

assay / entry | 21 | 22 | 23 | 24 | 25
Mm-Cpn inhibitor | 1% | 2% | 0% | 0% | -1%
A549 viability | -2% | -1% | -2% | -1% | 2%
Nrf2 inh | 4% | 5% | 12% | 9% | -7%
CCT chaperon mod | -1.1 | -0.7 | -2.0 | -1.0 | 2.0
Akt phos inh | i | i | i | i | i
TGFb SMAD3 inh | -9% | 4% | 1% | 2% | -5%
EPAC2 antagonist | 1% | 0% | 9% | -6% | 0%
EPAC2 ag | 6% | 0% | 2% | 2% | 7%
Nrf2 ARE act | -0.5% | -0.2% | -0.7% | -0.5% | 0.1%

# Eleven structures from above, arranged by formula weight, rising.
(1) c1cn(C23CC4CC(CC(C4)C2)C3)cn1
(16) C=CCNC(=O)COc1ccccc1C#N
(23) CCC1CCC2(CC1)NC(CO)(CO)CO2 (stereo not given)
(7) COc1ccc(C(=O)Nc2ccc(C(F)(F)F)n(C)c2=O)cc1
(25) CC(C)CC(=O)Nc1c2c(nn1-c1cccc(Cl)c1)CS(=O)(=O)C2
(24) CCOc1ccc(CC(=O)NNC(=S)NC2CCCCC2)cc1OCC
(14) CCn1nc(C(=O)NNC(=O)c2ccc(OC(F)F)cc2)c2ccccc2c1=O
(22) CC1(C)Cc2c(cnn2-c2ccc(F)cc2)C(NC(=O)CCCN2CCCCC2=O)C1 (stereo not given)
(15) Cc1ccc(NC(=O)C2CCCN2S(=O)(=O)c2ccc(-c3ccc(=O)[nH]n3)s2)c(C)c1 (stereo not given)
(12) CN(C)S(=O)(=O)n1cc(/C=C(\NC(=O)c2ccccc2F)C(=O)NCCCn2ccnc2)c2ccccc21
(5) CCN(CC)C(=O)[C@H]1C[C@H](CC(=O)NCCC2=CCCCC2)C(=O)N2CCc3c([nH]c4ccc(Cl)cc34)[C@]12C

assay / entry | 1 | 16 | 23 | 7 | 25 | 24 | 14 | 22 | 15 | 12 | 5
Mm-Cpn inhibitor | -1% | -2% | 0% | 0% | -1% | 0% | -3% | 2% | -4% | 1% | 2%
A549 viability | -7% | 0% | -2% | -3% | 2% | -1% | 14% | -1% | 1% | -14%&3% | -22%
Nrf2 inh | 3% | 12% | 12% | ? | -7% | 9% | -10% | 5% | 4% | -10%&5% | ?
CCT chaperon mod | -9.1 | 0.1 | -2.0 | 1.4 | 2.0 | -1.0 | -1.7 | -0.7 | -3.5 | 0.1 | -0.2
Akt phos inh | i | i | i | i | i | i | i | i | i | i | i
TGFb SMAD3 inh | -1% | 18% | 1% | 15% | -5% | 2% | 11% | 4% | 4% | 8%&-20% | ?
EPAC2 antagonist | 13% | 3% | 9% | -2%[57.1 µM] | 0% | -6% | 5% | 0% | 11% | 4% | 1%
EPAC2 ag | 3% | 8% | 2% | 3% | 7% | 2% | -8% | 0% | 6% | 8% | 3%
Nrf2 ARE act | -0.8% | -0.7% | -0.7% | 10% | 0.1% | -0.5% | 0.3% | -0.2% | 0.3% | 0.4%&-0.1% | 4.8%

# Compound activity deposited in PubChem BioAssay by National Center for Advancing Translational Sciences (NCATS).

# The list is partial; rates above refer to the full screens.
